Wnt bcat act – Wnt/beta-catenin pathway activation | Wnt/beta-catenin reporter cell assay, activator, plate reader | activation, % at 9.35 µM | 300,000 tested, 1.2% active; in the data active = activation above about 30%, passing the limit was not always enough; inconclusive = no clear call, values can overlap the other calls;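 also: 0% = neutral control wells and 100% = positive control wells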
CAL PDZ inh – human CAL PDZ-peptide interaction inhibition; Q9HD26; purified CAL PDZ, TMR-peptide fluorescence polarization, 1 h; inhibition, % at 20 µM; 330,000 tested, 0.02% active; AID 504414;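 active = highest replicate inhibition of at least 40%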;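 also: plate controls were DMSO neutral control wells for no effect and unlabeled competitor peptide control wells for full effect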
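Material: tagged CAL PDZ protein CerCALP, purified; buffer or medium: sodium phosphate/NaCl buffer pH 7.4 with TCEP, IgG, Thesit; also added: fluorescent TMR peptide probe; schedule: 1 h incubation at room temperature before polarization reading; technique: fluorescence polarization from S- and P-plane intensities, G-factor corrected; control set: unlabelled peptide and DMSO controls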
phage Ecoli inh – E. coli growth loss with phage present. AID 651602. inhibition, % at 11.9 µM. 360,000 tested, 0.26% active. growth absorbance; in the data active = inhibition above about 11%
PvdQ acylase – P. aeruginosa PvdQ acylase inhibition; purified PvdQ acylase, fluorescence plate reader; inhibition, % at 10 µM; 340,000 tested, 0.063% active; AID 488965; in the data active = inhibition above about 30%, passing the limit was not always enough; inconclusive = no clear call, values can overlap the other calls;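 also: 0% = vehicle neutral wells and 100% = reference inhibitor wells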
Tat export inh – blocks Tat-dependent protein export in E. coli | E. coli MC4100 TorA-mCherry Tat export, fluorescence | inhibition, % at 10 µM | 340,000 tested, 0.036% active | AID 488895;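 active = mean replicate inhibition at least 50% and at least half of replicates individually reaching 50%; inconclusive = only one of the two criteria met; inactive = neither criterion met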;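 also: exported cargo escapes ClpAP degradation while cytoplasmic cargo is degraded and loses fluorescence; 0% = median of neutral control wells and 100% = median of NaSCN control wells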
DAGLB inh – diacylglycerol lipase beta (human) inhibition; Q8NCG7; HEK293T DAGLB membrane lysate, EnzChek fluorogenic substrate; inhibition, % at 5.17 µM; 340,000 tested, 0.059% active; AID 504411; in the data active = inhibition above about 34%;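 also: 0% = enzyme with vehicle and 100% = wells lacking enzyme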
Target sequence (Q8NCG7 whole entry, looked up): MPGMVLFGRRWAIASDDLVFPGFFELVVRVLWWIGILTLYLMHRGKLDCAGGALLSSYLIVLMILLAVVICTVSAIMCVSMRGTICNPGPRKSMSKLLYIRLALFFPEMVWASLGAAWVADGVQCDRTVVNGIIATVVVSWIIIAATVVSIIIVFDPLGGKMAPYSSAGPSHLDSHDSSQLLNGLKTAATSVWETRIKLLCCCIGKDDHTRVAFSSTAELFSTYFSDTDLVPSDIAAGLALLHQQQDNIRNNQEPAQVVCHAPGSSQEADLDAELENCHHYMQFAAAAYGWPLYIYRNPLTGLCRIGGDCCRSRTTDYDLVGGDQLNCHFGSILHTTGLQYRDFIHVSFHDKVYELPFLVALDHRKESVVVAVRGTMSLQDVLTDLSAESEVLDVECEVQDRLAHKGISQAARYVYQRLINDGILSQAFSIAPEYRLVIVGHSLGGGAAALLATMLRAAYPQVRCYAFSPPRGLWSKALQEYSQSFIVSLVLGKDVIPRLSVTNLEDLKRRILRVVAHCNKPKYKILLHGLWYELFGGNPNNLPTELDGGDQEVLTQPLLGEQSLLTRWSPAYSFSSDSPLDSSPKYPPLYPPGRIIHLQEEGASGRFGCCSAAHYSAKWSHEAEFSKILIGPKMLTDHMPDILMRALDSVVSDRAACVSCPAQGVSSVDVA
AddAB inh – less growth of phage-infected E. coli with AddAB. E. coli expressing H. pylori AddAB, absorbance growth. 330,000 tested, 0.29% active. inhibition, % at 11.9 µM. AID 435030; in the data active = inhibition above about 12%;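 also: 0% = vehicle wells of infected cells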
Rtt109 Vps75 – inhibitors of Candida albicans Rtt109/Vps75 histone acetyltransferase. Q5AAJ8. purified Rtt109/Vps75, ThioGlo CoA-SH fluorescence, 4 h. inhibition, % at 34.9 µM. 330,000 tested, 0.16% active;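 active = inhibition of at least 50% in every replicate; inconclusive = best replicate reaches 50% inhibition but some replicates fall short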
Target sequence (Q5AAJ8 whole entry, looked up): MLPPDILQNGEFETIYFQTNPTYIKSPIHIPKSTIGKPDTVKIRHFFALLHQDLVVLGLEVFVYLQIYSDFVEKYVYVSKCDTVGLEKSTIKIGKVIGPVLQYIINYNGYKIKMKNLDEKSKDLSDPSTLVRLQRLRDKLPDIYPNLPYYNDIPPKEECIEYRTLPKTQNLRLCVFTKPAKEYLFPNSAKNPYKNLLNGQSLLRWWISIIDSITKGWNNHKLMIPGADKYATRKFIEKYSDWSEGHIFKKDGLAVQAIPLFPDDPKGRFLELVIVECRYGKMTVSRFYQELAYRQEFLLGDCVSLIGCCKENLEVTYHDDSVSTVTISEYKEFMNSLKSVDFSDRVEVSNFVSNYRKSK
Ecoli viability – counter-screen for AddAB inhibitors: E. coli growth inhibition | inhibition, % at 11.9 µM | 330,000 tested, 0.27% active | E. coli V3065 growth, OD600 absorbance, 18 h;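 active = inhibition above the campaign's mean inhibition across all tested compounds plus 3 SD, cut at about 9.9% in these data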;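 also: uninfected addAB+ strain grown without phage in ampicillin broth; 0% = DMSO wells and 100% = ciprofloxacin 0.95 µg/ml wells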
PfHsp90 set2 – inhibits growth of yeast expressing Plasmodium falciparum Hsp90. S. cerevisiae expressing PfHsp90, BacTiter-Glo ATP, 48 h; yeast lacking PDR1 and PDR3 efflux regulators. inhibition, % at 9.4 µM. 310,000 tested, 0.32% active. AID 504621;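 active = every replicate shows inhibition above about 80%, whatever the replicate mean, limit read from the data; inconclusive = mean inhibition reaches the set limit but some replicate falls short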;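 also: 0% = DMSO neutral controls and 100% = 20 µM radicicol positive controls; yeast relying on Plasmodium falciparum Hsp90 in place of its own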
Starred values were filed as active, the others as inactive; ? = inconclusive; nt = no result given.

Compound	Wnt bcat act	CAL PDZ inh	phage Ecoli inh	PvdQ acylase	Tat export inh	DAGLB inh	AddAB inh	Rtt109 Vps75	Ecoli viability	PfHsp90 set2
CN(C(=O)COC(=O)c1cccs1)c1c(N)n(Cc2ccccc2)c(=O)[nH]c1=O	1	-0.5	0.7	-11	-4	1	1.0	1	-1.6	-66
CN(CCOC(=O)c1cccc(Br)c1)C(C)(C)C	-1	0.5	0.8	-3	5	-1	3.5	4	-0.4	16
COc1ccc(C(=O)O/N=C(\N)c2ccccn2)cc1[N+](=O)[O-]	17	-0.5	0.9	6	-8	-2	2.2	-8	3.0	-6
Cc1ccc(S(=O)(=O)NC2c3cccc4cccc(c34)C2Sc2nc(C)cc(C)n2)cc1 (stereo unspecified)	0	-2.1	1.2	-17	-1	-7	-0.2	5	-1.2	-20
Cc1n[nH]c(C)c1Cc1ccc(C(=O)O)cc1	-1	-1.7	-0.9	2	-4	-1	0.2	-4	-1.3	11
CC(=O)Nc1ccc(S(=O)(=O)NC2CC(=O)N(c3ccc(C)c(C)c3)C2)cc1 (stereo unspecified)	1	-0.2	-1.2	-13	-2	-3	-1.4	-2	0.0	-54
Cc1ccc(NC(=O)/C=C/C(=O)O)c([N+](=O)[O-])c1	nt	-3.0	3.4	-10	-13	-1	1.5	3	-0.5	30
CC(Cl)C(=O)NNc1cccc(Cl)n1 (stereo unspecified)	nt	-1.1	0.9	-5	-1	0	2.1	5	-3.6	-5
CC(NCC(=O)Nc1ccccc1C(=O)NC1CC1)c1ccc(F)cc1F (stereo unspecified)	1	-1.5	2.5	-8	-17	-2	1.4	-1	0.7	nt
NC1=NC(=O)C(CC(=O)c2ccc(Cl)cc2)S1 (stereo unspecified)	0	0.2	2.9	-10	-15	0	1.4	-7	1.2	10
NC(=O)c1ccc(NC(=O)CSc2nc3ccccc3c(=O)n2CCCN2CCOCC2)cc1	5	-3.9	-0.9	-5	4	0	0.5	1	-0.9	-32
c1cncc(-c2cnc3ccccc3c2)c1	13	0.6	2.2	-4	-1	2	1.5	-3	2.0	2
O=C(Nc1cc2nn(-c3ccccc3)nc2cc1Cl)c1ccco1	5	-2.5	6.1	7	-7	-5	1.7	12	1.8	-4
CCCOc1ccc(N2CC(C(=O)NC(C)C)CC2=O)cc1 (stereo unspecified)	-3	-3.0	2.5	-5	7	-3	2.3	nt	2.0	-25
CN(C)CCOC(=O)c1cccc(Br)c1	nt	-0.8	3.0	-14	0	0	3.5	2	2.0	1
CCOC(=O)C1CCCN(C(=S)Nc2cccc(Cl)c2C)C1 (stereo unspecified)	-2	-0.6	2.0	-1	-6	-4	-1.0	-9	-2.8	-2
Cc1nc2nc(SCc3ccccc3)[nH]n2c(=O)c1CCC(C)C	1	-1.3	-0.6	1	13	6	7.7	3	4.0	-26
O=[N+]([O-])c1ccc(N2CCOCC2)c([N+](=O)[O-])c1	1	-0.4	2.1	5	9	2	nt	2	nt	-18
Cc1ccc(Cn2nc(C)c(NC(=O)C3CC3)c2C)cc1	-3	-0.4	2.7	-10	3	-1	0.1	12	-1.6	nt
O=C(/C=C/c1ccccc1)Nc1nnc(-c2ccco2)o1	0	1.0	-6.3	-6	-2	0	0.0	-5	-7.2	11
CCOc1ccccc1NC(=O)C(NCC1CCCCC1)c1ccccc1 (stereo unspecified)	-2	0.3	4.2	-10	12	-18	1.6	2	1.5	-5
COC(=O)c1ccccc1SC(CC(=O)c1ccccc1)c1ccc(F)cc1 (stereo unspecified)	7	-0.5	1.1	0	-1	-11	0.3	-3	-0.9	9
CCN(C(=O)c1nn(-c2ccc(OC)cc2)c(=O)c2c1c1ccccc1n2C)c1ccc(OC)cc1	-5	-2.1	2.0	-10	1	1	-0.8	nt	-2.3	21
O=C(CCCCCNc1nc(=S)[nH]c2ccccc12)NCc1ccccc1Cl	7	nt	3.5	nt	nt	nt	1.7	nt	2.5	nt
COc1ccc(N2CCN(C(=O)c3cn(C)c(=O)c4c3c3ccccc3n4C)CC2)cc1	-3	0.7	nt	-14	5	4	-0.4	7	-1.4	0
O=Cc1ccc(C(=O)O)cc1	-1	0.6	1.2	-11	-11	1	0.5	3	-0.5	2
CC1=NN(Cc2ccccc2)C(=O)C1	-3	-0.7	2.5	-5	-3	2	0.3	0	-3.3	9
COc1ccc(Cl)cc1NC(=O)C1CSC(c2ccncc2)=N1 (stereo unspecified)	2	-1.2	0.5	-2	-1	-5	2.0	10	3.4	-7
Cc1ccc(CNC(=O)C2CCC(=O)N2CCc2ccccc2)cc1 (stereo unspecified)	nt	0.0	0.3	-21	-1	-1	0.4	-24	1.7	3
CSc1ncccc1C(=O)OCC(=O)NC1CC1	0	-0.2	5.2	-8	-3	3	nt	-11	nt	0
Cc1c(Cl)cccc1NC(=S)N1CCN(C(=O)c2ccco2)CC1	2	-0.9	1.4	-9	-6	-2	4.1	-3	-1.3	-23
COc1ccc(CN(C)CC(=O)NC(=O)Nc2ccccc2F)cc1	-3	-0.4	1.8	-14	-9	-10	0.8	4	-0.6	24
Cn1c(-c2sc3cc(C(F)(F)F)cnc3c2-c2ccccn2)n[nH]c1=S	-1	-0.2	3.5	-5	-4	nt	2.8	6	-1.7	29
O=C(OCC(=O)N1CCc2ccccc21)c1cncc(Br)c1	-1	-3.5	-0.5	-5	-2	-5	-0.3	-1	2.2	3
Cc1ccc(-c2nnc(NC(=O)C3=COCCO3)o2)c(C)c1	3	-2.9	1.3	15	-1	-1	-5.2	24	-5.0	nt
CCOc1ccc(N(CC(=O)NN=C2CCN(C)CC2)S(C)(=O)=O)cc1	nt	-2.1	1.6	-2	-5	-1	0.3	3	-0.3	0
O=C(COC(=O)C1COc2ccccc2O1)Nc1cccc(F)c1 (stereo unspecified)	2	-1.0	0.1	-13	0	-2	-0.3	10	-1.1	3
CC(=O)c1ccc(OCCCC(=O)NCCc2ccc(C(F)(F)F)cc2)cc1	-1	-2.6	1.8	-8	-2	-3	-0.4	-5	-1.8	5
Cc1ccnc(NCc2ccc(Br)cc2)c1	4	-0.8	4.0	-5	-5	-2	1.0	6	0.5	-8
CC1(C)CC(NC(=O)c2cccc(S(=O)(=O)Nc3cccc(Cl)c3)c2)CC(C)(C)N1	3	-0.2	3.3	-1	8	-2	-2.1	10	-0.9	nt
COC(=O)c1ccc(OC(=O)C2CC(=O)N(c3cccc(C)c3)C2)cc1 (stereo unspecified)	nt	-2.4	3.0	8	2	-3	-1.2	21	1.2	7
COC(=O)CCC(=O)N(CCN(Cc1ccccc1)C(=O)CCC(=O)OC)Cc1ccccc1	5	0.4	-0.7	-13	-10	2	0.1	-10	-1.2	-10
Cc1nc2ccc(NC(=O)c3ccc(S(=O)(=O)N(C)C)cc3)cc2s1	-1	-2.6	3.6	2	3	-2	8.3	-3	1.8	-1
CO/N=C/C(=N\Nc1ccc(OC)cc1)C(=O)c1ccc(F)cc1	-5	-0.1	4.6	-13	3	-10	-1.3	2	-2.8	1
CCCN(C(=O)COC(=O)c1nc2nc(C)cc(C)n2n1)C1CCS(=O)(=O)C1 (stereo unspecified)	-1	-0.8	0.9	-19	-13	-5	1.9	4	0.2	5

Entries of single compounds, looked up by structure. Values in the order: Wnt bcat act | CAL PDZ inh | phage Ecoli inh | PvdQ acylase | Tat export inh | DAGLB inh | AddAB inh | Rtt109 Vps75 | Ecoli viability | PfHsp90 set2
CCCN(C(=O)COC(=O)c1nc2nc(C)cc(C)n2n1)C1CCS(=O)(=O)C1 (stereo unspecified) in the list: -1 | -0.8 | 0.9 | -19 | -13 | -5 | 1.9 | 4 | 0.2 | 5
COc1ccc(CN(C)CC(=O)NC(=O)Nc2ccccc2F)cc1 in the list: -3 | -0.4 | 1.8 | -14 | -9 | -10 | 0.8 | 4 | -0.6 | 24

(list continues)
Compound	Wnt bcat act	CAL PDZ inh	phage Ecoli inh	PvdQ acylase	Tat export inh	DAGLB inh	AddAB inh	Rtt109 Vps75	Ecoli viability	PfHsp90 set2
CCc1ccc(N2CC(C(=O)OCC(=O)NNC(=O)c3ccccc3)CC2=O)cc1 (stereo unspecified)	-3	-0.6	2.1	-19	11	4	4.4	-3	-2.4	9
O=C1C=C(O)c2c(O)cc(O)c(O)c2C1=O	-1	0.2	10	-8	22	8	13*	0	8.7	14
CCNC(=O)CSc1nc(-c2ccccc2)cs1	14	-2.2	0.5	-9	-15	2	-1.4	-6	-1.4	nt
CC(=NCCCn1ccnc1)c1c(O)n(Cc2ccccc2)c(=O)[nH]c1=O	nt	-0.3	1.7	-7	-6	1	1.9	-1	-2.9	-2
O=c1c2ccccc2nc2sc3ccccc3n12	-1	-2.3	0.4	1	-1	-8	1.3	-10	-2.6	-26
O=C(COC(=O)Cc1ccccc1[N+](=O)[O-])Nc1nnc(-c2ccccc2)o1	3	-2.7	0.5	6	-2	-2	-0.8	56*	-4.3	3
COc1ccc(OC)c(S(=O)(=O)N(C)CC(=O)Nc2cc(Cl)ccc2OC)c1	nt	-0.6	0.3	-9	7	0	-0.5	-3	-0.6	31
CCOc1ccc(S(=O)(=O)Nc2ccc(C(=O)N3CCCC3)cc2)cc1C(N)=O	-1	-1.3	1.7	-25	7	-2	4.9	-14	0.2	-6
CCN(C(=O)Cn1c(Cl)nc2c1c(=O)n(C)c(=O)n2C)C1CCCCC1	-1	-0.9	-1.5	8	-5	-1	2.4	13	1.9	12
O=C(CCS(=O)(=O)c1cccs1)Nc1ccc(C(=O)NCc2ccccc2)cc1	1	nt	3.1	-16	3	2	3.5	-15	-2.3	nt
C#CC[N+]1(CC#Cc2ccc(C#CC[N+]3(CC#C)CCOCC3)cc2)CCOCC1	nt	0.2	nt	8	?	0	0.9	6	-0.5	-8
Cc1n[nH]c(=O)c2c(NC(=O)CSc3nnnn3-c3ccc(O)cc3)oc(C)c12	-4	-0.8	5.0	-20	3	3	-0.2	-5	-1.9	26
CC(C)(C)C(=O)Nc1ccc(S(=O)(=O)Nc2nccs2)cc1	0	-1.0	2.2	-2	-1	1	0.1	4	0.2	-3
COc1cccc(NC(=O)COC(=O)c2c(NC(C)=O)sc(C)c2C)c1	3	-0.7	6.1	-10	-1	-2	1.0	8	-4.1	-11
N#CC1=C(N)OC2=C(C(=O)CCC2)C12CCN(C(=O)OCc1ccccc1)CC2	nt	-1.3	2.6	-13	16	3	2.4	2	-1.0	nt
O=c1[nH]c2cccc(F)c2n2cccc12	0	nt	2.1	-2	-2	1	1.1	-4	1.0	-35
CN(C(=O)c1ccno1)c1nnc(-c2cccnc2)s1	nt	nt	2.2	-11	0	-1	0.3	2	-2.1	3
COC(=O)C(Cc1ccccc1)NC(=O)C(CC(C)C)NC(=O)OC(C)(C)C (stereo unspecified)	nt	-1.4	2.1	8	-2	-3	-0.2	7	-1.2	-6
Cc1ccc(NC(=O)c2ccco2)c(NC(=O)COc2ccccc2)c1	-1	-1.9	0.6	-10	2	2	-0.2	10	-0.1	4
O=C(CCN1CCN(c2ccccc2)CC1)Nc1ccc(Cl)cc1	nt	-2.7	4.4	-14	-3	1	2.7	nt	1.4	-12
O=C(O)CCC(CNS(=O)(=O)c1ccccc1)C(F)(F)F (stereo unspecified)	15	-1.6	-0.8	-7	5	0	1.2	-4	3.8	-14

Assay outcomes from PubChem BioAssay.
